ERK EGF inh: blocks ERK signaling stimulated by EGF. HEK293-V1b, EGF-stimulated phospho-ERK AlphaScreen. Potency, µM (highest dose often 11.5 µM), inactives show at the top dose activity change, negative = inhibition, hits mostly inhibitors. 130,000 compounds, 0.41% hits. AID 1454; active = well fitted inhibition curve with a large enough effect; inconclusive = small, poorly fitted or top-dose-only effect, or effect the other way;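 also: plate controls were stimulated vehicle wells for no effect and unstimulated vehicle basal for full effect; nearly all actives have a fitted effect of over 55% in size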
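Readout: AlphaScreen signal for phosphorylated ERK in lysed HEK293 cells stably expressing V1b. Stimulus 25 nM EGF, 5 min, following 30 min compound exposure. Data scaled to DMSO basal and full EGF activation.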
Numbers without * were called inactive; ? = inconclusive; & = joins results of further samples; [ ] = dose if it differs, or a comment. Potency is read from the fitted curve at half-maximal effect. The list is partial; count on the stated rates, not on these rows.

canonical_smiles	ERK EGF inh
CC12COC3(C(N)=O)CC1CCC32C (configuration not stated)	1%
Nc1nnc(N2CCc3ccccc32)s1	13%
C=CCn1c(CCc2cc(C(C)(C)C)c(O)c(C(C)(C)C)c2)n[nH]c1=S	1%
Nc1cccnc1Oc1ccc(F)cc1	0%[57.5 µM]
COc1cc(/C=C2/SC(N)=NC2=O)ccc1Oc1ccc([N+](=O)[O-])cc1[N+](=O)[O-]	-1%
COC(=O)[C@@]1(Cc2ccccc2)[C@H]2c3cc(C(=O)N(C)C)n(Cc4ccc(O)c(OC)c4)c3C[C@H]2CN1C(=O)c1ccccc1	3%
Cc1cc(NC(=O)COc2c(C)cccc2C)no1	-11%[57.5 µM]
COC(=O)c1ccc(N=NNc2ccc(C(=O)OC)cc2)cc1	24%
Cc1ccc(S(=O)(=O)N2CCCC(C(=O)NCC(C)C)C2)cc1 (configuration not stated)	-2%
CN(C)S(=O)(=O)c1ccc(Cl)c(NC(=O)CN2CCc3ccccc3C2)c1	-3%
COc1ccc(/C=C/C(=O)Nc2nc(C)c(C(=O)N(C)C)s2)cc1OC	-8%
O=C(N/C(=C/c1cccc([N+](=O)[O-])c1)C(=O)N1CCCCC1)c1cccs1	4%
Nc1nc2c(s1)COc1ccccc1-2	6%
CC1=C(C#N)C(=O)N(C2CCS(=O)(=O)C2)C(=O)/C1=C\c1ccco1 (configuration not stated)	4%[57.5 µM]
CC(C)CN1CCN(Cc2cccc3cccnc23)CC1CCO (configuration not stated)	9%
COc1ccc(NC(=O)c2c(C(F)(F)F)nn(C)c2Cl)cc1	0%
COc1ccc(CCN=C(N)NS(=O)(=O)c2ccccc2)cc1OC	4%
CCc1c(C)c2c(C)nn(-c3ccccc3)c2oc1=O	-1%
O=C(c1cc(-c2ccco2)nc2ccccc12)N1CCN(c2ccc(F)cc2)CC1	0%
Cc1[nH]n(-c2c(Cl)cc(Cl)cc2Cl)c(=O)c1C=Nc1ccc(S(=O)(=O)N2CCOCC2)cc1	7%
CCOC(=O)Cc1csc(NC(=O)CSc2nnc(-c3cccnc3)n2Cc2ccco2)n1	6%
O=C1C(CCC(O)c2ccc(F)cc2)C(c2ccc(O)cc2)N1c1ccc(F)cc1 (configuration not stated)	4%
COc1ccccc1N1N=C(C(=O)c2ccccc2)C2C(=O)N(c3ccc(Br)cc3)C(=O)C21 (configuration not stated)	15%[57.5 µM]
CN(C(=O)CSc1nc(-c2ccccc2)c(-c2ccccc2)o1)C1CCS(=O)(=O)C1 (configuration not stated)	-1%
O=C(O)CCCNC(=O)/C(=C\C=C\c1ccccc1)NC(=O)c1ccccc1Cl	-5%
O=C(CCS(=O)(=O)Cc1ccccc1F)NCc1ccccc1Cl	3%
Cc1cc2cc(CN(CC3CCCO3)C(=S)Nc3ccccc3)c(=O)[nH]c2cc1C (configuration not stated)	-3%
Cc1cccc(N(Cc2ccc(Cl)cc2)S(C)(=O)=O)c1	-8%
CN(Cc1ccccc1)Cc1nc2c([nH]1)c(=O)n(C)c(=O)n2C	4%
O=C(CN1CCN(S(=O)(=O)c2ccccc2)CC1)Nc1ccc([N+](=O)[O-])cc1	4%
CCOC(=O)c1c(C)[nH]c(C2=NNC(=Nc3cccc(Cl)c3)SC2)c1C	7%
C/C(=N\NC(=O)c1ccc(CN2CCOCC2)cc1)c1cccc([N+](=O)[O-])c1	8%
O=C(CN(C(=O)c1ccc(Cl)cc1)N1C(=O)C2C3C=CC(C3)C2C1=O)c1cccs1 (configuration not stated)	14%
Cn1c2ccccc2c2cc([N+](=O)[O-])ccc21	-3%[57.5 µM]
CC1(C)Cc2c(sc(NC(=O)C(C)(C)C)c2C#N)C(C)(C)N1	-7%
Cc1cc(C)cc(N(C(=O)c2nsc(Cl)c2Cl)C(C(=O)NC2CCCC2)c2ccc(O)cc2)c1 (configuration not stated)	2%
CC1COC(Cn2c3ccccc3c3ccccc32)O1 (configuration not stated)	-6%[57.5 µM]
C/C(=N\NC(=O)COc1ccc(C)cc1Br)c1cc([N+](=O)[O-])cs1	-13%
CCOC(=O)C1=C(C)NC(=O)CC1c1ccccc1OC (configuration not stated)	-1%
Cc1cc(C)nc(CCNC(=O)c2cc(COc3c(F)cccc3F)on2)n1	-13%
COc1cc(/C=N/Nc2ccc(Cl)c(C(=O)O)c2)ccc1OCC(=O)N1C(C)CCCC1C (configuration not stated)	4%
CC(=O)Nc1ccc(N(C(=O)CNC(=O)c2ccco2)C(C(=O)NCC2CCCO2)c2ccccc2)cc1 (configuration not stated)	0%
O=C(NCc1ccc(C(F)(F)F)cc1)C1CC(c2ccccc2C(F)(F)F)=NO1 (configuration not stated)	-3%[57.5 µM]
CC(C)C(=O)c1c(C(C)C)nn2ccccc12	6%&-7%
COc1cccc(-c2nc(CS(=O)(=O)CC(=O)N3CCN(C)CC3)c(C)o2)c1	7%
COc1ccc(CC(=O)Nc2nnc(SCC(=O)NCc3ccco3)s2)cc1OC	0%
O=[N+]([O-])c1ccc(N2CCCCC2)s1	-5%
COC1=C(C(=O)c2ccccc2)C(=O)C2(CC=C(C)C)C[C@H](C(=O)OCC(F)(F)F)C(C)(C)[C@@]1(CC=C(C)C)C2=O (tested in a mixture with another compound)	-1%
O=C(Nc1ccc(NS(=O)(=O)c2ccccc2)cc1)c1cccnc1	1%
O=c1cc(CSc2nnc(Nc3ccccc3F)s2)nc2sccn12	8%

Sorted by length of the SMILES (largest number first): some entries from above.
canonical_smiles	ERK EGF inh
CC(=O)Nc1ccc(N(C(=O)CNC(=O)c2ccco2)C(C(=O)NCC2CCCO2)c2ccccc2)cc1 (configuration not stated)	0%
O=C(Nc1ccc(NS(=O)(=O)c2ccccc2)cc1)c1cccnc1	1%
O=c1cc(CSc2nnc(Nc3ccccc3F)s2)nc2sccn12	8%

(cont.)
molecule,ERK EGF inh
CC(C)Cc1c(O)nc(SCC(=O)Nc2ccc3c(c2)CCC3)[nH]c1=O,11%
O=C(C1CCN(Cc2cccs2)CC1)N1CCN(Cc2ccc3c(c2)OCO3)CC1,-9%
COc1ccccc1NC(=S)N(CCCN1CCOCC1)Cc1cn(C)c2ccccc12,2%
COc1ccccc1CC(=O)N1CCN(c2ccc([N+](=O)[O-])cc2)CC1,-11%
NCCNC(=O)c1ccc(Cl)cc1,5%&2%
CN(n1cnc2ccccc2c1=O)S(C)(=O)=O,-8%[57.5 µM]
CCCc1nnc(NC(=O)Nc2ccccc2OC)s1,-3%
COc1ncc2ncc(=O)n(C)c2n1,-6%
Cc1ccc(OCCOCCOc2ccc(Br)cc2/C=N\NC(=O)c2ccncc2)cc1,-3%
Cc1ccc(NC(=O)C(=O)NCCOc2ccccc2Cl)cc1,-11%
CCCN(Cc1ccco1)S(=O)(=O)c1ccc(OC)c(OC)c1,21%[57.5 µM]
S=c1[nH]nc(-c2ccc(Cl)cc2)n1CCCN1CCOCC1,-15%
O=C(Nc1ccc(N2CCCC2)cc1)c1ccc([N+](=O)[O-])cc1Cl,3%
COc1ccc(OC)c(NC(=O)C2CC(=O)N(CCc3ccccc3)C2)c1 (configuration not stated),0%
O=C(/C=C/c1ccccc1[N+](=O)[O-])NCCN1C(=O)S/C(=C\c2ccc(F)cc2)C1=O,0%
C/C(=C\[C@@H](NP(=O)(c1ccccc1)c1ccccc1)c1ccccc1)CO[Si](c1ccccc1)(c1ccccc1)C(C)(C)C,-7%
O=C1CC(c2ccco2)CC(O)=C1C=Nc1ccccc1-c1ccccc1 (configuration not stated),4%
Cc1ccc(CNC(C)(C)CO)cc1,-5%
Cc1ccc(NC(=O)CCCc2nc3ccccc3s2)c(O)c1,1%
CCC(=O)c1ccc(N2CCN(C(=O)c3cc([N+](=O)[O-])ccc3F)CC2)c(F)c1,?
CCOC(=O)C(C)Oc1c(C(=O)OC)sc2ncccc12 (configuration not stated),1%
S=c1[nH]nc(C(c2ccccc2)C2CCCCC2)o1 (configuration not stated),8%[57.5 µM]
CS(=O)(=O)c1ccc(C(=O)OCC(=O)NC2CCS(=O)(=O)C2)cc1[N+](=O)[O-] (configuration not stated),-11%
Cc1ccc(/C=N/Nc2ccc(Cl)nn2)cc1,4%[57.5 µM]
O=C(Cn1c2ccccc2c(=O)c2ccccc21)N/N=C/c1ccc(N2CCCC2)c([N+](=O)[O-])c1,3%
O=C(O)CCCN1C(=O)/C(=C\c2ccco2)SC1=S,1%
Cc1ccc(C(=O)c2ccc(CC(=O)O)n2C)cc1,9%
Cc1cc(C)cc(NC(=O)C(=O)NCCc2c[nH]c3ccccc23)c1,4%
CC1(C)CC2(CC(c3ccccc3)c3ccc(O)cc3O2)NC(=S)N1 (configuration not stated),7%
COc1ccc(Br)cc1-c1nc(CCl)cs1,0%
CC(=O)c1ccc(NC(=S)Nc2cccc3cnccc23)cc1,-10%[57.5 µM]
CC1(CCc2ccccc2)NC(=O)N(CC(=O)O)C1=O (configuration not stated),3%[57.5 µM]
COc1ccc(N(C(=O)c2cccnc2)S(=O)(=O)c2ccccc2)cc1,4%
O=C(Cn1cnc2c(nnn2Cc2ccc(F)cc2)c1=O)NCc1ccco1,-13%
CC(=O)c1cc(C(C)=O)c(C)nc1C,-6%
CC(C)N(C(=S)NCc1ccccc1)c1ccccc1,-3%
COC(=O)Cc1ccc(NC(=S)NCc2ccco2)cc1,-3%
O=C(O)CC1S/C(=N/N=C/c2ccc(-c3ccc(Cl)c([N+](=O)[O-])c3)o2)NC1=O (configuration not stated),-6%
COc1cccc(C(=O)C2CCCN(C(=O)c3ccc(C#CC(C)(C)O)cc3)C2)c1 (configuration not stated),-3%
c1ccc2c(Nc3ccncc3)nc(-c3ccc4c(c3)OCO4)nc2c1,16%

Two neighbouring compounds already listed, for reference:
molecule,ERK EGF inh
CC12COC3(C(N)=O)CC1CCC32C (configuration not stated),1%
Nc1nnc(N2CCc3ccccc32)s1,13%

Further entries follow.
molecule,ERK EGF inh
COc1ccc2c(c1)c(C(=O)N/N=C/c1ccc(O)c(O)c1)c(C)n2C,2%
O=c1cc(N2CCCCC2)[nH]c(=O)n1C1CCCCC1,-16%[57.5 µM]
O=C1N=C(N2CCOCC2)S/C1=C\c1ccccc1OS(=O)(=O)c1ccccc1,-3%[57.5 µM]
C=C(C)c1cccc(C(C)(C)NC(=O)NCc2ccc(OC)cc2)c1,7%
CCOc1cc(C(=O)Nc2ncn[nH]2)cc(OCC)c1OCC,-2%
COc1ccc(-c2c(=O)n(OCc3ccccc3[N+](=O)[O-])c3ccccc3[n+]2[O-])c(OC)c1,-9%
COc1cc(/C=C(\C#N)c2nc3ccccc3s2)ccc1OCC(=O)Nc1ccccc1,-8%
Cc1ccc(Nc2nc(C3CC3)cs2)cc1,-1%
COCCn1c(SCC(=O)N2CCc3ccccc3C2)nc2cc(Cl)ccc2c1=O,1%
C#CCNC(=O)C1=C[C@@H](c2ccc(Br)cc2)C[C@@H](OCc2ccc(CO)cc2)O1,-12%[57.5 µM]
N#Cc1ccccc1OC[C@H](O)CNCCNC(=O)Nc1ccccc1,0%
Cc1cc(C)n(-c2nnc(C)n2NC(=O)c2cccc(Cl)c2)n1,-6%
CCOc1ncccc1C(=O)Nc1nnc(C(CC)CC)s1,0%
COc1ccc(Cl)cc1NC(=S)N(Cc1ccccc1C)CC1CCC(C(=O)O)CC1 (configuration not stated),1%[57.5 µM]
COc1ccccc1CN1CC2(CCN(S(=O)(=O)c3ccccc3)CC2)C1,-3%
CC(=O)N(c1ccccc1C)S(=O)(=O)c1ccc(Cl)cc1,-2%
Cc1cc(C)n(-c2nc(Nc3ccccc3C(F)(F)F)nc(-n3nc(C)cc3C)n2)n1,?
CCOC(=O)C1=C(N)Oc2c(c(=O)[nH]c3ccccc23)C1c1ccccc1 (configuration not stated),5%[57.5 µM]
Cn1c(SCC#N)nnc1-c1cccnc1,-4%
Cc1ccc(NC(=O)c2ccc(CNc3c(N4CCC(C)CC4)c(=O)c3=O)cc2)cc1,8%[57.5 µM]
Cc1ccc2c(c1)c(C)c(C)n2CC(O)CN1CCOCC1 (configuration not stated),-2%
COc1ccc(N2CCSC2C(=O)NN)cc1 (configuration not stated),-2%
Cc1cc(SCC(=O)O)nc2ccccc12,4%[57.5 µM]
CC(=O)N[C@@H](CC(C)C)C(=O)O,0%[25.7 µM]
CC(C)S(=O)(=O)c1csc(C(=O)Nc2ccc(F)cc2)c1N,-2%[57.5 µM]
O=S(=O)(NC1CCCCC1)c1ccc(Cl)nc1,1%
O=C(Nc1ccc(N2CCOCC2)c(Cl)c1)c1ccc2c(c1)OCCO2,7%
CCC(COC(=O)Nc1ccccc1)NC(=O)OC(C)C (configuration not stated),2%
COc1ccc(NS(=O)(=O)c2cccc(Cl)c2)cc1S(=O)(=O)N1CCCCC1,10%
COc1ccc(C(=O)Nc2cc(Cl)ccc2C(=O)O)cc1,-7%[57.5 µM]
O=C(NCCN1C(=O)S/C(=C\c2ccc(OC(F)F)cc2)C1=O)[C@@H]1CCCN1C(=O)c1cccs1,6%
Cc1cccc(C2c3[nH]c4ccccc4c3CCN2C(=O)c2ccc(=O)[nH]c2)n1 (configuration not stated),-10%
CC(=O)Nc1nc2ccccc2n1CCN1CCOCC1,14%
CC(=O)c1csc(CS(=O)(=O)c2ccccn2)n1,-3%[57.5 µM]
CC(=O)C1C(c2ccc(F)c(F)c2)NC(=O)NC1(O)C(F)(F)F (configuration not stated),-4%

A few values from the results shown:
Result for O=C(Nc1ccc(N2CCOCC2)c(Cl)c1)c1ccc2c(c1)OCCO2 in ERK EGF inh: 7%
Result for CC(C)S(=O)(=O)c1csc(C(=O)Nc2ccc(F)cc2)c1N in ERK EGF inh: -2%[57.5 µM]
Result for COc1ccc(N2CCSC2C(=O)NN)cc1 (configuration not stated) in ERK EGF inh: -2%
Result for COc1ccc(NS(=O)(=O)c2cccc(Cl)c2)cc1S(=O)(=O)N1CCCCC1 in ERK EGF inh: 10%

Compound activity as filed in PubChem BioAssay.
